Mdm2 ligase inh: MDM2-luciferase reporter signal enhancers, primary screen, MDM2 E3 ligase inhibitor project, cell-based, luminescence, 1536-well; cell-based MDM2 ubiquitination luciferase reporter, 2 h; 0 = plate control, 100 = twice control, blank-subtracted; signal enhancement, % at 5 µM; hit rate 0.11% among 210,000; AID 1230, 2008;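 active means signal enhancement of 30% or more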;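 further: luminescence tracks abundance of the self-degrading MDM2-luciferase fusion protein; higher signal means inhibition of MDM2 E3 ligase activity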
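Assay system: stable mammalian line carrying autodegrading MDM2–luciferase fusion reporter; Input: 2000 cells in each well; Compound dosing: single-point 5 µM; Schedule: 2 h compound exposure at 37 °C; Signal: SteadyLite luciferase luminescence after 15 min room-temperature reagent incubation; Evaluation: % luminescence enhancement versus blank-corrected plate control mean; Benchmarks: plate controls and plate blanks.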
Runt-CBFb FRET: inhibitors of RUNX1 Runt–CBFb binding, primary screen, biochemical, FRET, Cerulean-Runt, Venus-CBFb, uHTS | Runt-related transcription factor 1 (Homo sapiens) + Core-binding factor subunit beta … | Cerulean-Runt/Venus-CBFb FRET ratio 530/480, 1 h | inhibition, % at 20 µM | hit rate 0.46% among 220,000 | AID 1496, 2009;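 active means inhibition over about 50% at 20 µM in the single-dose screen, limit read from the data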;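 further: 0% = DMSO wells and 100% = excess unlabeled CBFb competitor control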
Target sequence (Q01196 whole entry, looked up): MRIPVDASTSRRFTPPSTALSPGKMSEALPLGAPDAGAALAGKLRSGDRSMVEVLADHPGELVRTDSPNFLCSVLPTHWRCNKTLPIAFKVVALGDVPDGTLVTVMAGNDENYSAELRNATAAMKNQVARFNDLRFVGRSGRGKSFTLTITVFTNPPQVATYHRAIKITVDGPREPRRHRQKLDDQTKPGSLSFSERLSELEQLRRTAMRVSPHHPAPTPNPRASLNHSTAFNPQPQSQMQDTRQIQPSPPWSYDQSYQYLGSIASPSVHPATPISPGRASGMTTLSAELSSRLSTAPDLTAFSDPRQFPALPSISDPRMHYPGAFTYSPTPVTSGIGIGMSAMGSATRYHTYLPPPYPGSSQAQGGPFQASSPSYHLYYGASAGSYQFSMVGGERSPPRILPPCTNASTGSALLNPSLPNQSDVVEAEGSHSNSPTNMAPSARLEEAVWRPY
Target sequence (Q13951 whole entry, looked up): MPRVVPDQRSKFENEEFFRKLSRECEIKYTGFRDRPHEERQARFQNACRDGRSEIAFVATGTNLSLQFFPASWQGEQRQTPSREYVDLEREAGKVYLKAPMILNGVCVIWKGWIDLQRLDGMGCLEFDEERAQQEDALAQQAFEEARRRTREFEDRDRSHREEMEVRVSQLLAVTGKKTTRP
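Buffer or medium: Tris pH 7.5 buffer with BSA. Assay system: Cerulean-labeled Runt domain protein. Amount: each fluorescent fusion protein 100 nM. Read-out basis: loss of energy transfer signal. Incubation: 1 h compound exposure, room temperature. Probe or stimulus: Venus-CBFb binding partner, 100 nM. Detection: FRET, excitation 422 nm, emission at 530 and 480 nm.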
Runt-SMMHC FRET: inhibitors of RUNX1 Runt–CBFb-SMMHC binding, primary screen, biochemical, FRET, Cerulean-Runt, Venus-CBFb-SMMHC, uHTS; Cerulean-Runt/Venus-CBFb-SMMHC FRET ratio 530/480, 1 h; inhibition, % at 20 µM; hit rate 0.74% among 220,000; Runt-related transcription factor 1 (Homo sapiens) + Core-binding factor subunit beta …;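 active means mean inhibition across duplicate retests at 20 µM reaching about 50%, limit read from the data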;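 further: 0% = DMSO wells and 100% = wells with excess untagged CBFb-SMMHC; inhibitors lower the FRET ratio by blocking Runt binding to CBFb-SMMHC; some results filed as inactive read as strong as hits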
p97 ATPase inh: inhibitors of human p97 ATPase, primary screen, biochemical | hit rate 0.42% among 220,000 | inhibition, % at 8 µM | Transitional endoplasmic reticulum ATPase (Homo sapiens), P55072 | AID 1481, 2009 | recombinant p97 ATPase, Kinase-Glo ATP luminescence, 3 h; in the data active means inhibition above about 15%;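 further: 0% = DMSO vehicle and 100% = wells lacking enzyme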
NPY-Y1 antag: NPY-Y1 receptor antagonists, primary screen, cell-based. Neuropeptide Y receptor type 1 (Homo sapiens), P25929. HEK293-CNG Y1 cells, membrane potential fluorescence; NPY at EC95, then isoproterenol. inhibition, % at 3.6 µM. hit rate 1% among 200,000. AID 1040, 2008;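 active means inhibition above the campaign mean inhibition of all tested compounds plus 3 SD, cut at about 20% in these data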;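 further: 0% = DMSO wells given NPY plus isoproterenol and 100% = isoproterenol alone without NPY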
Target sequence (P25929 whole entry, looked up): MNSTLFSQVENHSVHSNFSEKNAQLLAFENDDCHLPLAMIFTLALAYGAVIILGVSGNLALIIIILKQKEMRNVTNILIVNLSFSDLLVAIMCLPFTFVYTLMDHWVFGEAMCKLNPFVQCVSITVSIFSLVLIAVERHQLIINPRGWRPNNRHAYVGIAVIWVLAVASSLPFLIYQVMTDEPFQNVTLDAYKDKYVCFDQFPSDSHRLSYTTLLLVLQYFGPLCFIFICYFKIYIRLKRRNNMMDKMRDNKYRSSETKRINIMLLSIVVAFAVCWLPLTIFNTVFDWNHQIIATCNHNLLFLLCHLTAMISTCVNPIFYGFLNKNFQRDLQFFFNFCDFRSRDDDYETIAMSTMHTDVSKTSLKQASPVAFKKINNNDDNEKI
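Material: Y1- and CNG-channel-expressing HEK293 cells / Probe or stimulus: NPY 25 nM then isoproterenol 1 µM plus Ro 20-1724 25 µM / Doses: 3.6 µM single dose, DMSO 0.4% / Schedule: compound incubation 1 h at room temperature, readout 45 min post-stimulation / Signal: membrane potential fluorescence / Benchmarks: isoproterenol-only wells as full block versus NPY-plus-isoproterenol wells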
RBBP9 inh: human RBBP9 inhibitors, primary screen, biochemical, fluorescence polarization, FP-Rh probe, HTS; Serine hydrolase RBBP9 (Homo sapiens), O75884; recombinant RBBP9; inhibition, % at 7.94 µM; hit rate 0.2% among 220,000; AID 1515, 2009;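 active means inhibition above the campaign mean of all tested compounds plus 3 SD, cut at about 14% in these data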;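 further: plate controls were DMSO wells with RBBP9 for no effect and wells lacking RBBP9 protein for full effect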
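Assay system: recombinant human RBBP9; Reagent: Serine-hydrolase probe FP-Rh, 375 nM pre-mixing; Doses: 7.94 µM single dose, 0.794% DMSO; Incubation: 30 min then 45 min, 25 °C; Detection: fluorescence polarization (mP), excitation 525 nm, emission 598 nm; Evaluation: percent inhibition from mP, scaled between DMSO and no-protein wells.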
NPY-Y1 PAM-ag: NPY-Y1 receptor potentiators or agonists, primary screen, cell-based; Neuropeptide Y receptor type 1 (Homo sapiens), P25929; NPY-Y1 expressing cells, potentiator/agonist activation; activation, % at 3.6 µM; hit rate 0.37% among 220,000; in the data active means activation above about 33%, passing the limit was not always enough;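 further: cells stimulated with NPY at EC10 then isoproterenol at EC100; 0% = low agonist plus stimulus and 100% = saturating agonist plus stimulus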
Hck-Nef inh: inhibitors of Nef-activated human Hck kinase, primary screen, biochemical, Z-Lyte FRET, 384-well, Hck-YEEI. Recombinant Hck-YEEI plus Nef, Z-Lyte FRET kinase assay. inhibition, % at 20 µM. Tyrosine-protein kinase HCK (Homo sapiens), P08631. hit rate 0.68% among 220,000. AID 463187, 2010;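 active means Hck-Nef kinase inhibition above about 50%, limit read from the data; inactive means inhibition below that limit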;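 further: 0% = DMSO with Hck plus Nef and 100% = Hck alone without Nef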
NPY-Y2 PAM-ag: NPY-Y2 potentiators or agonists, primary screen, cell-based; hit rate 0.45% among 220,000; cells expressing NPY-Y2, potentiator/agonist read-out; activation, % at 3.6 µM; Neuropeptide Y receptor type 2 (Homo sapiens), P49146; in the data active means activation above about 27%;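 further: cells stimulated with NPY near EC25 plus isoproterenol at EC100; 0% = vehicle plus submaximal agonist and 100% = vehicle plus saturating agonist; some results beyond the cut were filed as inactive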
Numbers without * were called inactive; · = not tested or not shown.

Preview (2 entries):
SMILES	Mdm2 ligase inh	Runt-CBFb FRET	Runt-SMMHC FRET	p97 ATPase inh	NPY-Y1 antag	RBBP9 inh	NPY-Y1 PAM-ag	Hck-Nef inh	NPY-Y2 PAM-ag
CCCCNC(=O)c1cccnc1SCC(=O)Nc1ccccc1OC	-16	1	4	2	-2	7	-2	2	-3
Cc1cc(C)n(-c2ccc(C(=O)NC3=NCCS3)cc2)n1	-2	·	0	0	0	-8	3	0	4

Main list, from the first entry:
SMILES	Mdm2 ligase inh	Runt-CBFb FRET	Runt-SMMHC FRET	p97 ATPase inh	NPY-Y1 antag	RBBP9 inh	NPY-Y1 PAM-ag	Hck-Nef inh	NPY-Y2 PAM-ag
CCCCNC(=O)c1cccnc1SCC(=O)Nc1ccccc1OC	-16	1	4	2	-2	7	-2	2	-3
Cc1cc(C)n(-c2ccc(C(=O)NC3=NCCS3)cc2)n1	-2	·	0	0	0	-8	3	0	4
CCCc1cc(=O)oc2cc(OCc3cccc(OC)c3)c(Cl)cc12	-2	-2	-1	5	-2	-3	-9	6	13
Cc1cccc(-n2c(SCc3ccc(C#N)cc3)nnc2-c2c[nH]c3ccccc23)c1	-1	-2	1	-2	3	-2	-6	-1	4
c1ccc(-c2ccnc3nc(N4CCN(c5ccccc5)CC4)nn23)cc1	-23	-9	-6	-2	4	1	-20	0	-24
CN1CCN(C(=S)c2cn(Cc3ccc(F)cc3)c3ccccc23)CC1	5	-3	-1	-2	1	-2	-5	18	0
O=C(Cn1cccc1)NC1CCCCCC1	-25	0	1	3	4	1	18	0	8
CCCCOc1ccc(OCCCC)c2c1NC1(N2)C(=O)N(C(C)=O)c2ccccc21	-11	-7	-34	2	-2	8	0	1	2
CC1(c2nnc(-c3ccc(Cl)cc3)o2)CC(c2cccc(Cl)c2)=NO1 (configuration not stated)	2	1	-2	·	·	·	·	13	·
Cc1ccc(SCCNC(=O)c2ccc(CN3CCOCC3)cc2)cc1	-13	2	4	-1	4	-3	13	-6	0
CCOC(=O)N1CC(=O)Nc2ccc(Br)cc2C1c1ccccc1 (configuration not stated)	1	-2	0	3	·	4	7	14	0
O=C(CCS(=O)(=O)c1ccc(Cl)cc1)OCC(=O)N1CCCCC1	17	-1	-2	3	-7	-2	-19	-2	3
N#Cc1c(C#N)c(-c2ccccc2)n(-c2ccccc2)c1N	-24	-1	-5	1	-6	-11	8	-1	3
CCN(CC)C(=O)CN(C)S(=O)(=O)c1cccc2nsnc12	-10	0	-4	3	-2	-1	-8	1	7
Cc1ccc(-c2nc3[nH]c(=O)cc(NC(=O)C(C)C)n3n2)cc1	-3	1	-1	4	·	-6	20	18	-13
O=C(/C=N/O)NCc1ccncc1	-26	-1	-4	-8	-2	-6	5	0	-2
CCOC(=O)Cn1c(C)cc(=O)c2ccccc21	-3	·	-2	3	1	8	3	1	1
O=C(O)c1[nH]c2ccc(Cl)cc2c1CC(=O)N1CCN(C(=O)c2ccco2)CC1	5	15	11	4	-4	-7	0	-9	5
Cc1cccc(OCc2nc(C#N)c(N3CC(C)CC(C)C3)o2)c1 (configuration not stated)	-13	0	-7	-11	56*	-10	-37	2	-26
COc1ccc2c(c1)cc1n2CCN2CCCN=C12	-12	0	-3	-3	5	-8	-1	0	-11
COC(=O)c1sccc1N/N=C/c1ccc(OC)c(OC)c1OC	1	-1	0	-1	0	7	-3	6	11
Cc1nnc(SCC(=O)N(CC(C)C)c2c(N)n(CC(C)C)c(=O)[nH]c2=O)n1-c1ccccc1	-7	-4	-13	-10	1	-8	-6	20	-3
CC(C)C(=O)N1CCN(CCN=CC2=C(O)CC(c3ccco3)CC2=O)CC1 (configuration not stated)	-5	3	-10	3	11	-3	12	0	-3
CC(C)Cc1ccc(S(=O)(=O)Nc2ccccn2)cc1	0	2	2	2	·	-8	-13	6	2
O=C(NCCc1ccccc1)C1CCN(Cc2ccccc2F)CC1	-7	3	-3	7	1	4	12	3	10
Cc1cccc(NC(=O)CSc2nnc(-c3ccccc3Br)o2)c1C	-13	-1	4	0	7	-6	-8	0	-5
O=C(NNc1c(Cl)cc(Cl)cc1Cl)C1CCC1	-7	-2	-3	-2	-3	-6	8	-2	-2
CCSc1nc(=O)n(-c2ccccc2)c(C)c1C(C)=S	1	-1	4	2	0	-7	-12	12	-8
CCC(C)NC(=O)Cc1c(OC)ccc2cc(Br)ccc12 (configuration not stated)	-7	0	1	-1	10	-5	-14	-1	-2
COCCCN1CN(Cc2ccccc2)CNC1=S	-10	1	2	5	0	-8	1	-3	7
CCc1ccc(C(C)NC(=O)c2cc(C)oc2C)cc1 (configuration not stated)	-14	6	4	1	0	-7	-14	8	1
O=Cc1ccc2oc3nc4n(c(=O)c3c(=O)c2c1)CCCS4	-12	1	-8	-1	-1	-3	-34	0	0
O=C(O)CC1SC(=Nc2cccc(O)c2)NC1=O (configuration not stated)	-4	3	1	7	0	2	4	1	4
N#Cc1cccc(-n2nnnc2-c2ccccn2)c1	3	-1	1	1	3	-5	-2	0	8
Cc1c(Br)c([N+](=O)[O-])nn1C(C)C(=O)NCc1cccnc1 (configuration not stated)	-15	2	-1	-4	5	-9	13	0	-3
O=S(=O)(c1ccc2c(c1)OCCO2)N1CCC(c2nc3ccccc3s2)CC1	-8	-1	-1	-4	-1	-2	14	-1	-2
CCOc1nc(Nc2ccc(OC)cc2)nc(N2CCOCC2)n1	-6	-1	1	4	0	-7	19	17	-10
CN(C)S(=O)(=O)NC(c1ccccc1)c1ccccc1	-27	0	2	0	-2	-9	1	2	0
CCN=C1SC(CC(=O)Nc2ccc3c(c2)OCO3)C(=O)N1CC (configuration not stated)	-26	2	0	-1	-1	5	-4	13	6
COc1ccc(CC(=O)NCc2n[nH]c(=S)n2-c2ccccc2)cc1	7	1	4	3	-1	6	4	10	-8
Cc1nnsc1-c1nnc(SCC(=O)c2ccc(F)cc2)n1C1CC1	-9	1	-2	5	·	-9	-17	5	-12
CCOC(=O)C1CCCN(c2cc(=O)n(C3CCCCC3)c(=O)[nH]2)C1 (configuration not stated)	-7	2	0	0	0	1	-1	24	-3
Fc1ccccc1-c1csc(=Nc2cccnc2)n1CC1CCCO1 (configuration not stated)	0	-1	2	3	-1	2	2	4	10
CCc1ccc(NC(=O)N(Cc2ccco2)C(C)c2cccs2)cc1 (configuration not stated)	-7	-2	-1	-8	7	-7	-3	1	7
COc1ccc(C(=O)C2CCCN(C(=O)c3n[nH]c4c3CCCC4)C2)cc1OC (configuration not stated)	3	-1	-3	2	4	-3	6	25	-4
Nc1nc(SCC(=O)NCCC(c2ccccc2)c2ccccc2)n[nH]1	-19	-2	-2	5	10	1	13	-22	-9
O=C(N/N=C/c1ccco1)c1ccc(OCc2ccccc2)cc1	-16	2	-1	0	·	-6	5	9	-3
O=C(NC(=S)Nc1ccccc1O)c1ccccc1Cl	-15	6	0	-2	-6	-12	-7	-9	5
COCCCN1C(=O)c2ccc(C(=O)Nc3ccccc3OC)cc2C1=O	-13	0	0	1	1	-10	19	9	-4
Cc1ccc(NC(=O)N2CCCC2C(=O)NCC2CCCO2)cc1 (configuration not stated)	5	1	-2	-3	2	-5	2	23	-5
O=C(/C=C/c1ccco1)NCC(=O)N/N=C/c1ccccc1[N+](=O)[O-]	1	·	2	-3	-1	-4	1	-17	1
CCCOc1cccc(NC(=O)c2c(-c3ccccc3)noc2C)c1	-10	1	5	2	12	3	-5	1	-6
C=CCn1c(SCC(=O)NC(=O)NCCC)nnc1C1CCCCC1	-2	-2	-3	2	-2	-5	13	0	9
Cc1ccc(NN=Nc2nc3c([nH]2)c(=O)n(C)c(=O)n3C)cc1	-18	1	18	-4	3	-1	13	-1	19
O=C(CSc1nnc(-c2cccs2)n1-c1ccccc1)NCc1ccc2c(c1)OCO2	13	2	-2	2	-2	-4	-19	15	12
COC(=O)c1c(NC(=O)CC2SC(N)=NC2=O)sc2c1CCC(C)C2 (configuration not stated)	-2	7	1	-1	-1	-12	-3	5	-3
CC(=O)c1cccc(NC(=O)NCc2cccnc2)c1	-12	2	-3	2	6	-5	-19	2	3
CC(C)(O)[C@H](O)COc1c2occc2cc2ccc(=O)oc12	·	0	2	8	3	-7	-25	-4	0
Nc1ccc(C(=O)N2CCCC2)cc1CS(=O)(=O)c1ccc(Cl)cc1	17	2	3	7	4	4	11	22	1
Cc1cc(C)n(-c2nc3sc4c(c3c3nnc(SCC(N)=O)n23)CC(C)(C)OC4)n1	-9	0	2	4	-1	-4	1	0	-3

New compounds follow
SMILES	Mdm2 ligase inh	Runt-CBFb FRET	Runt-SMMHC FRET	p97 ATPase inh	NPY-Y1 antag	RBBP9 inh	NPY-Y1 PAM-ag	Hck-Nef inh	NPY-Y2 PAM-ag
COc1cc2c(cc1NC(=O)C(C)N1CCN(S(=O)(=O)c3ccc(C)c(C)c3)CC1)oc1ccccc12 (configuration not stated)	-13	-2	0	2	0	-1	-8	0	1
COc1ccc2c(c1)CCCC21NC(=O)NC1=O (configuration not stated)	-12	-3	-2	7	2	3	2	1	9
O=C1CC[C@@H](CN(Cc2ccccn2)Cc2nc(-c3ccc(C(F)(F)F)cc3)no2)N1	7	1	0	-5	-4	-9	5	27	11
CCCOc1ccc(C(=O)NCCO)cc1	-4	1	3	-3	-6	2	-4	0	-4
Cn1nnnc1SCC(=O)Nc1ccccc1C(=O)NCc1ccccc1	-11	0	-1	4	-1	-6	6	0	15

High-throughput results from PubChem.
